tuberculosis growth = growth inhibition of non-replicating M. tuberculosis (AID 488890); one-dose inhibition, % at 25 µM; IC50 in µM for titrated hits; 0.39% of 320,000 active; Mycobacterium tuberculosis non-replicating, growth inhibition; higher % means a stronger effect; in the data active = a potency from the dose series; inconclusive = inhibition mostly from about 82% at the one dose, without a potency; inactive = the rest, 99 in 100 with inhibition below about 76%;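 also: plate controls were DMSO cells for no effect and high antibiotic wells for full effect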
H37Rv inhibition = M. tuberculosis growth inhibition, HTS (AID 449762); one-dose inhibition, % at 25 µM; IC50 in µM for titrated hits; M. tuberculosis H37Rv growth inhibition, 7H9 media; higher % means a stronger effect; 0.59% of 330,000 active; in the data active = a potency from the dose series; inconclusive = inhibition above about 70% without an active follow-up result;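 also: bacterial growth assessed after seven days of incubation; strong numbers were not always called active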
VEEV TC-83 Vero = inhibitors of VEEV TC-83 cytopathic effect, confirmation, Vero cells (AID 588727); Vero cells, VEEV TC-83 cytopathic effect inhibition; higher % means a stronger effect; inhibition, % at 20 µM; hits with a dose series show IC50 in µM; 0.13% of 350,000 active; in the data active = a potency from the dose series; inconclusive = inhibition mostly from about 14% at the one dose, without a potency; inactive = the rest, 99 in 100 with inhibition below about 12%; also: strong numbers were not always called active
Salmonella PhoP GFP = Inhibition of PhoP regulon, Salmonella typhi GFP reporter cells, confirmation, 4 h (AID 1850). Salmonella Typhi PhoP-promoter GFP reporter, fluorescence, 4 h; higher % means a stronger effect. inhibition, % at 50 µM, or IC50 in µM where a hit was titrated. 0.33% of 310,000 active; in the data active = a potency from the dose series; inconclusive = inhibition mostly from about 25% at the one dose, without a potency; inactive = the rest, 99 in 100 with inhibition below about 19%;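 also: 0% = induced wells with vehicle and 100% = uninduced wells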
H1N1 NS1A inhibition = NS1A inhibition, H1N1 influenza, cell based functional assay (AID 504329). 0.3% of 340,000 active. NS1A functional cell-based assay, percent inhibition; higher % means a stronger effect. inhibition, % at 12.5 µM, or IC50 in µM where a hit was titrated; in the data active = a potency from the dose series; inconclusive = inhibition above about 27% without an active follow-up result; also: strong numbers were not always called active
VEEV TC-83 Vero 10K pilot screen = second read-out of VEEV TC-83 Vero, no call of its own (marks repeat the call); inhibition, %; measured here: 10K pilot screen inhibition
* = called active by the depositor; i = inactive; ? = inconclusive; / = not tested or not shown; & = joins results of further samples.

SMILES	tuberculosis growth	H37Rv inhibition	VEEV TC-83 Vero	Salmonella PhoP GFP	H1N1 NS1A inhibition	others
CC(=O)c1ccc(S(=O)(=O)N(C)CC(=O)N2CCCCCC2)cc1	-4%	7%	i	-3%	-7%
Cc1ccc(C(=O)O)cc1NC(=O)CSc1nnc(-c2ccccc2F)n1C1CCCCC1	1%	-5%	3.5%	/	-7%
CN1C(C(=O)NCc2ccco2)CC2Cn3c(nc4ccccc43)C21 (stereo not given)	-6%	-6%	0.1%	9%	2%
CCOC(=O)C1CCN(c2nc(C)nc3c2oc2ccccc23)CC1	35%	14%	7.7%	-5%	-8%
CC(=O)C12OC1CC1C3CCC4=CC(=O)CCC4(C)C3CCC12C (stereo not given)	23%	6%	0.3%	1%	-2%
CC(C)=NOCC(=O)Nn1c(COc2c(C)cccc2C)nc2ccccc2c1=O	-6%	-2%	i	-10%	6%
Cc1onc(-c2ccccc2Cl)c1C(=O)Nc1nnc(-c2cccc([N+](=O)[O-])c2)s1	28%	-5%	4.5%	-9%	-7%
Fc1ccc(-c2nnc(-n3nnc4ccccc43)c3ccccc23)cc1	3%	13%	4.8%	-2%	0%
O=C1CC(c2ccccc2)CC(O)=C1C=NCCN1CCN(C(=S)Nc2cccc(Cl)c2)CC1 (stereo not given)	22%	11%	1.2%	0%	3%
Cc1cc(C(=O)C(C)OC(=O)c2ccc(NC(=O)CC#N)cc2)c(C)n1-c1ccccc1 (stereo not given)	40%	?	12%	-3%	1%
COc1ccccc1C(=O)COC(=O)Cn1nc(C)c([N+](=O)[O-])c1C	-13%	-2%	8.9%	1%	-10%
Cc1cccc(C)c1NC(=O)CCCSc1nnc(-c2ccco2)n1-c1ccccc1	-18%	-2%	3.9%	9%	-2%	VEEV TC-83 Vero 10K pilot screen=5.4
Cc1ccc(C)c(S(=O)(=O)c2c[nH]c(=S)[nH]c2=O)c1	-8%	5%	1.0%	-22%	-7%
CC1CCN=C(N)S1 (stereo not given)	-6%	-1%	0.1%	-2%	-4%
COc1ccc(OC)c(N2CC(O)=C(c3nc4ccccc4s3)C2=N)c1	23%	11%	i	-4%	1%
CCOC(=O)Cn1nnnc1C(CC)N(Cc1cccs1)Cc1cc2cc(C)ccc2[nH]c1=O (stereo not given)	47%	7%	6.5%	-4%	-3%
CCN(C[C@H]1N[C@@](C)(C(=O)OC)[C@H]2C(=O)N(Cc3ccccc3)C(=O)[C@@H]12)S(=O)(=O)c1ccccc1	-4%	-2%	i	/	-21%
CCC(C)(C)NC(=O)CN(Cc1ccccc1)C(=O)CCC(=O)Nc1nccs1	-4%	0%	1.2%	1%	-1%
COc1ccc(/C(C)=N\NC(=O)c2ccc(-c3ccccc3)cc2)c(F)c1	-4%	-3%	0.7%	-7%	5%
O=C(CCn1c(=S)oc2ccccc21)Nc1ccccc1F	-22%	-2%	0.4%	-3%	1%	VEEV TC-83 Vero 10K pilot screen=1.0
O=C(COC(=O)c1cc(-c2ccc(F)cc2)nc2ccccc12)NCC1CCCO1 (stereo not given)	47%	7%	1.5%	-4%	4%
COc1ccc(CNC(C)C(=O)Nc2ccc3ccccc3c2)cc1OC (stereo not given)	-4%	-9%	i	-3%	5%
CCC(C)NC(=O)CSc1nc2ccsc2c(=O)n1-c1ccc(OC)cc1 (stereo not given)	9%	1%	i	1%	-21%
O=C(CCc1nnc(CCc2ccccc2)o1)N1CCCC1c1nccs1 (stereo not given)	-7%	2%	0.2%	-14%	-6%
Cc1ccc(C)c(S(=O)(=O)N(C)c2ccc(OC(=O)C3CCN(C(=O)Nc4ccccc4)CC3)cc2)c1	/	/	2.1%	/	1%
N#Cc1cnc(SCC(=O)Nc2ccccc2C(F)(F)F)nc1N	-21%	-4%	0.2%	8%	-9%
NC(=O)c1ccsc1NC(=O)CN1C(=O)C2CC=CCC2C1=O (stereo not given)	-4%	-4%	5.4%	5%	6%
CCc1cccc(C)c1NC(=O)CN(C)Cc1ccccc1F	24%	0%	1.0%	-4%	3%
C/C(N)=C(/C#N)C(=O)COC(=O)CCSc1ccccc1	46%	/	2.1%	4%	-4%&0%	VEEV TC-83 Vero 10K pilot screen=0.0
CC(C(=O)Nc1ccccc1Br)N1c2cccc3cccc(c23)S1(=O)=O (stereo not given)	2%	-1%	1.2%	-9%	10%
COCCn1c(SCC(=O)NC(=O)NC2CCCC2)nc2ccccc2c1=O	-3%	-5%	6.3%	/	-1%
CC(C)n1cc(/C=N\NC(=O)c2cc3c(ccc4ccccc43)o2)c2ccccc21	/	/	8.9%	/	-20%
N#C/C(=C/c1ccc(-c2cc([N+](=O)[O-])ccc2Cl)o1)C(N)=O	13%	6%	2.4%	11%	20%
CSc1nsc(SCC(=O)Nc2cccc(C(C)=O)c2)n1	?	-11%	2.6%	-4%	5%
Cc1ccc(NC(=O)c2cc([N+](=O)[O-])ccc2N2CCOCC2)cc1S(=O)(=O)N(C)C	20%	3%	6.3%	8%	2%
CCc1ccc(N/C(N)=N/c2nc(CSc3ncccn3)cc(=O)[nH]2)cc1	-4%	-8%	1.1%	-2%	-5%
O=C(Cc1cccs1)NNC(=S)NC(=O)c1ccc(F)c(F)c1	?	?	2.8%	-12%	-5%
COc1ccc(-c2nn(-c3ccccc3)cc2/C=C(\C#N)C(N)=O)cc1[N+](=O)[O-]	3%	37%	11%	7%	0%
COCCn1c(SCC(=O)N(C)C2CCS(=O)(=O)C2)nc2ccccc2c1=O (stereo not given)	-8%	4%	1.7%	9%	6%
Cc1ccccc1-c1cccc([C@@H]2C[C@H]3[C@H](CON3C)CN2C)c1	/	/	i	/	-5%
O=C(c1ccc(S(=O)(=O)N2CCC(c3nc4ccccc4s3)CC2)cc1)N1CCOCC1	-7%	5%	1.1%	1%	-2%
COCCCNC(=O)CCC(=O)Nc1ccc2nc(N3CCOCC3)cc(C)c2c1	0%	-1%	2.5%	8%	-3%
CC1NC(C)c2c(ccc3ccccc23)O1 (stereo not given)	/	/	3.5%	/	0%
COc1ccc(C(=O)Cn2nnc(-c3cccs3)n2)cc1	69%	0%	0.4%	7%	-1%
O=C(NCc1ccccn1)c1ccc(CNS(=O)(=O)c2ccc(F)cc2)cc1	10%	0%	0.0%	-5%	-8%
NC12CC3CC(CC(C3)C1)C2	-11%	?	0.1%	3%	-2%
O=C(C[C@H]1C(=O)N(Cc2ccccc2)C[C@@H]1Cc1ccccc1)Nc1ccccc1	-3%	1%	0.4%	-3%	-5%
O=C(O)CC(NC(=O)OCc1ccccc1)c1ccc(Br)cc1 (stereo not given)	-1%	-4%	0.9%	-3%	-3%
Cc1cccc(C(=O)OCC(=O)Nc2c(C)n(C)n(-c3ccccc3)c2=O)c1	-26%	-14%	i	/	-14%
Cc1ccc(CN2CCN(c3ncccn3)CC2)c(C)c1	17%	0%	1.0%	-7%	-9%
COCCCNC(=O)C(C)N1c2cccc3cccc(c23)S1(=O)=O (stereo not given)	6%	-2%	1.0%	0%	-4%
CCCCNC(=O)CCn1c(=O)c2ccccc2n(Cc2ccccc2C)c1=O	0%	-2%	i	0%	13%	VEEV TC-83 Vero 10K pilot screen=0.8
O=C(COC(=O)Cc1c(F)cccc1Cl)NNC(=O)c1ccccc1	6%	8%	i	/	-4%
CC(C)Oc1ccc(S(=O)(=O)N2CCCCC2)cc1NC(=O)CN1C(=O)NC(C)(c2ccccc2)C1=O (stereo not given)	42%	-7%	9.7%	-8%	-2%
CN(C)C(=O)[C@H]1C[C@H]1[C@@H](O)[C@H](CO)NC(=O)[C@H](Cc1ccccc1)NC(=O)OC(C)(C)C	-3%	-5%	i	7%	0%
COc1ccc2c(c1)OC13CCN(C)CC1C2C(C(=O)c1ccc(F)cc1)C(=O)N3 (stereo not given)	/	-8%	1.4%	-2%	7%
Oc1ccc(Cl)cc1C=Nc1ccccc1Br	-3%	-1%	0.1%	-1%	-3%
Cc1noc(C)c1CSc1ncnc2ccccc12	1%	-6%	i	4%	-4%
Cc1cc(N2CCCC2)n2nc(C)nc2n1	/	3%	3.0%	3%	5%
CCOCN(C(=O)Cn1c(C(C)O)nc2ccccc21)c1c(C)cccc1CC (stereo not given)	-4%	2%	2.6%	10%	2%
The results go on:
SMILES	tuberculosis growth	H37Rv inhibition	VEEV TC-83 Vero	Salmonella PhoP GFP	H1N1 NS1A inhibition	others
COc1ccc(/C=C2\SC(=O)N(CC(=O)NC3CCS(=O)(=O)C3)C2=O)cc1 (stereo not given)	-7%	2%	i	-7%	12%
Cc1ccc(C(=O)COC(=O)C(C)N2C(=O)C3C4C=CC(C4)C3C2=O)cc1C (stereo not given)	-6%	5%	2.7%	-3%	-3%
Cc1cccc(N2CCN(C(=O)COc3ccc4c(C)cc(=O)oc4c3C)CC2)c1C	47%	51%	4.6%	3%	9%
CC1(C)CC2CC(C)(CN2C(=O)c2cc(-c3ccc(F)cc3)on2)C1 (stereo not given)	-7%	3%	3.0%	14%	6%
COc1ccc(NC(=O)C2CCN(S(=O)(=O)c3c(C)nn(C)c3C)CC2)cc1	-6%	4%	3.5%	-1%	6%
CN1CCN(/N=C/c2nc(-c3ccc(Cl)cc3)n3ccccc23)CC1	-11%	-2%	i	20%	4%
CCOc1ccc(NC(=O)CN(C)C(=O)C2CCCC2)cc1OCC	-8%	8%	0.4%	-5%	2%
COC(=O)C1=C[C@@H](C(=O)OC)[C@@H]2C3=C(C(=O)C2(C)C)[C@H](c2ccccc2)[C@@H]2C(=O)N(C)C(=O)[C@@H]2[C@@H]3C1	1%	-2%	i	-2%	-7%
COc1ccc(OC)c(C2/C(=C(/O)c3ccc(C)cc3)C(=O)C(=O)N2Cc2ccco2)c1 (stereo not given)	-1%	1%	0.0%	-16%	11%
COc1ccccc1CNC(=O)c1cc(S(=O)(=O)N2CCOCC2)cn1C	-3%	-7%	0.5%	-4%	4%	VEEV TC-83 Vero 10K pilot screen=0.9
Cc1nc2ccccc2nc1OCC(=O)NCC(F)(F)F	-11%	3%	1.5%	-6%	-9%
COc1cccc(-c2cc(C(=O)Nc3ccc4c(c3)OCO4)no2)c1	12%	5%	i	9%	9%
O=C(CSC1=Nc2ccccc2C2CC=NN12)NCc1ccco1 (stereo not given)	47%	34%	9.2%	/	-7%
Cc1cccc2sc(NC(=O)CSCc3ccccc3)nc12	22%	-4%	0.8%	-3%	5%
COc1ccc(CCN2CCCn3c2nc2c3c(=O)n(CC(C)C)c(=O)n2C)cc1OC	5%	1%	2.6%	4%	1%

An excerpt from above in order of formula weight, smallest number first.
SMILES	tuberculosis growth	H37Rv inhibition	VEEV TC-83 Vero	Salmonella PhoP GFP	H1N1 NS1A inhibition	others
Cc1cccc2sc(NC(=O)CSCc3ccccc3)nc12	22%	-4%	0.8%	-3%	5%
COc1cccc(-c2cc(C(=O)Nc3ccc4c(c3)OCO4)no2)c1	12%	5%	i	9%	9%
CC1(C)CC2CC(C)(CN2C(=O)c2cc(-c3ccc(F)cc3)on2)C1 (stereo not given)	-7%	3%	3.0%	14%	6%
Cc1ccc(C(=O)COC(=O)C(C)N2C(=O)C3C4C=CC(C4)C3C2=O)cc1C (stereo not given)	-6%	5%	2.7%	-3%	-3%
COc1ccc(OC)c(C2/C(=C(/O)c3ccc(C)cc3)C(=O)C(=O)N2Cc2ccco2)c1 (stereo not given)	-1%	1%	0.0%	-16%	11%

Further entries
SMILES	tuberculosis growth	H37Rv inhibition	VEEV TC-83 Vero	Salmonella PhoP GFP	H1N1 NS1A inhibition	others
Cc1cccc(/C(N)=N/OC(=O)COc2ccc(Cl)cc2)c1	74%	3%	1.3%	-8%	-3%
CN(C(=O)CSc1ncnc2scc(-c3ccccc3)c12)C1CCS(=O)(=O)C1 (stereo not given)	17%	-5%	2.7%	-5%	-7%
CSc1ccc(C(=O)C2CCCN(C(=O)CCc3c(C)nn(C)c3C)C2)cc1 (stereo not given)	3%	-4%	i	-5%	4%
CC(C)OC(=O)COc1cc(O)c2c(=O)cc(-c3ccccc3)oc2c1	?	?	3.6%	6%	16%
O=C1CC2(CCN(C(=O)C3CC(=O)N(c4ccc(F)cc4)C3)CC2)Oc2ccccc21 (stereo not given)	6%	-5%	3.8%	19%	-4%
CN(CC(=O)Nc1c(Cl)cccc1Cl)C(=O)c1ccccc1Cc1ccccc1	-12%	0%	9.9%	1%	-2%
COc1cccc(C(=O)N2CCN(C(=O)c3cccc(F)c3)CC2)c1	1%	4%	0.4%	-3%	-1%
CCn1c(N2CCN(CC(=O)c3c[nH]c4ccccc34)CC2)nc2c1c(=O)[nH]c(=O)n2C	7%	1%	5.8%	-4%	9%
Cc1ccsc1/C=C1/SC(N2CC(C)OC(C)C2)=NC1=O (stereo not given)	45%	68%	0.4%	-5%	7%

Screening results (PubChem BioAssay)

Hits appear at their usual frequency. About 1.5% of those tested had a hit in this group.
